Bioassay records from PubChem.
CXXC DNA block: blocks binding of human MLL CXXC domain to DNA. Potency, µM (doses to about 115 µM), without a hit: top-dose activity change, negative = inhibition, hits mostly inhibitors. 290,000 tested, 0.037% active. MLL-CXXC / FITC-HOXA9 DNA fluorescence polarization. Q03164. AID 2662; active = well fitted inhibition curve with a large enough effect in the polarisation, with a control signal flat, not every such curve was filed as active; inconclusive = small, poorly fitted or top-dose-only effect, or effect the other way, or a change in a side signal; inactive = no such curve, though single readings can be large or run the other way; the % refers to the polarisation; note: potency is the fitted concentration of half-maximal effect
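Purified MLL-CXXC (added from a 7 uM solution) was preincubated 5 min at ambient with pinned compounds in 50 mM Tris-HCl pH 7.5, 50 mM NaCl, 1 mM DTT, 0.05% BSA. Fluorescein-labeled HOX-A9 DNA (50 nM solution) followed, 30 min, then polarization read.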
KCNH2 WT inh: inhibitors of human wildtype KCNH2 potassium channel | Q12809 | U2OS, BacMam KCNH2, thallium flux FluxOr; hits give low values | activity change, % at 1.84 µM | 340,000 tested, 0.37% active | AID 720551;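 active = maximum activity change below -70%; inconclusive = maximum activity change between -70% and -50%; inactive = maximum activity change above -50%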; note: % is set by controls: 0 for no effect and ±100 for the full control effect
Target sequence (Q12809 whole entry, looked up): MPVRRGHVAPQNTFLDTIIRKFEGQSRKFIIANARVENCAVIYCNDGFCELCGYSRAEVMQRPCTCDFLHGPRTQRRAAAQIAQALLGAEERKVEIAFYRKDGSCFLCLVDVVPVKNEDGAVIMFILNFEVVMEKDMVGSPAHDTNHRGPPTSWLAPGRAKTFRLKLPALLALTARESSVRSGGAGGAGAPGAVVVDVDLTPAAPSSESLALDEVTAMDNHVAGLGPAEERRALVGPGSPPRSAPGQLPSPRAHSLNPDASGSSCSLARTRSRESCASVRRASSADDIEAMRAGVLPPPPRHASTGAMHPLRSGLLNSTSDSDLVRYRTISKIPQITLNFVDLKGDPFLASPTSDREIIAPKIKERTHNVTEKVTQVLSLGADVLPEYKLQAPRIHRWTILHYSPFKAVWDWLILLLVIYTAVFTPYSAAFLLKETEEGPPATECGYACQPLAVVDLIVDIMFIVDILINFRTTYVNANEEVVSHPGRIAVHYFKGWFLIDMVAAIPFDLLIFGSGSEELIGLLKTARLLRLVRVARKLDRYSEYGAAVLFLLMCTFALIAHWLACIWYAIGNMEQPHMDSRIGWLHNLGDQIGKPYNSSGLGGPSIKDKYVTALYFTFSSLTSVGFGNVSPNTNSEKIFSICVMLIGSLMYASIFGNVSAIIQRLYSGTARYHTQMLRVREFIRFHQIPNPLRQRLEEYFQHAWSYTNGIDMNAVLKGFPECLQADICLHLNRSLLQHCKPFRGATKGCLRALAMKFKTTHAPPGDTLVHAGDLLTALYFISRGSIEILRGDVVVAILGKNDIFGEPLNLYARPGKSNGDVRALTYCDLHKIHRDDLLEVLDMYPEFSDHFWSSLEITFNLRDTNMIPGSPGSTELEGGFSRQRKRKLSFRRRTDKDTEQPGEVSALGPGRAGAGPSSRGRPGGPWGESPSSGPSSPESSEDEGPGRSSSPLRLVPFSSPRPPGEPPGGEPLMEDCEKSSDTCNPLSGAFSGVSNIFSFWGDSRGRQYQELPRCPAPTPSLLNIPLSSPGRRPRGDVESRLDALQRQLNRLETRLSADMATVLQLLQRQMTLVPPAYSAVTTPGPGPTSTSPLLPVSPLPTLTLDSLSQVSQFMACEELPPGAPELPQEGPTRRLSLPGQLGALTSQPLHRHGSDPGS
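U2OS cells were transduced with wild-type KCNH2 virus (2.03 x 10^8 / mL) for 4 h at room temperature, then cultured overnight at 37 C. Thallium flux was read with FluxOr dye. Rate constants were normalized to DMSO controls.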
GALK inh: blocks human galactokinase activity | Purified GALK, Kinase-Glo residual ATP luminescence | P51570 | AID 1868 | 270,000 tested, 0.007% active | Potency, µM (titrated, usually from 57.5 µM), inactives show at the top dose activity change, negative = inhibition, usual class: inhibitors; note: potency is the fitted concentration of half-maximal effect; % is set by controls: 0 for no effect and ±100 for the full control effect
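Galactose (100 uM) and ATP (35 uM) were turned over by 5 nM GALK for 1 h at RT. Kinase-Glo Plus then converted the remaining ATP into a luminescent signal.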
Coupling enz: inhibits coupling enzyme system, counter-screen for aldolase hits; coupling enzyme system counterscreen, AmpLite Red fluorescence; activity change, negative = inhibition, % at 58.2 µM, hits read low; 290,000 tested, 0.67% active; in the data active = activity change below about -30%; note: % is set by controls: 0 for no effect and ±100 for the full control effect
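Activity here indicates interference with the coupling reaction, not aldolase inhibition. Compounds at 57.5 uM final met coupling enzymes for 10 min at RT; substrate and AmpLite Red detection followed, with a 525/598 nm fluorescence read after 20 min.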
TRPV1 agonist: activates the human vanilloid receptor TRPV1; Q8NER1; TRPV1-expressing cells, Fluo-8 calcium influx, agonist mode; activation, % at 8.33 µM; 320,000 tested, 0.19% active; AID 540275; in the data active = activation above about 80%; inconclusive = between about 30% and that limit; note: 0% is about no effect
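TRPV1-expressing cells were cultured overnight at 35.5C and loaded with Fluo-8 calcium dye for 40 to 90 min at room temperature. After a 10 s baseline, compound was added and calcium influx was read kinetically for 3 min (ex 480/em 520 nm).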
ASM inhibitor: human S-ASM enzyme inhibition. AID 504937. 340,000 tested, 0.006% active. placental ASM, HMU-PC fluorogenic substrate, 60 min. Potency, µM (titrated, usually from 57.5 µM), for inactives: top-dose activity change, negative = inhibition, actives largely listed as inhibitors. P17405; note: potency is the fitted concentration of half-maximal effect
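Human placenta-derived ASM preincubated with compound 10 min at room temperature, then reacted with 9 uM (final) fluorogenic HMU-PC substrate for 60 min at 37 C. Stop solution raises pH to 10; fluorescence read at Ex 386/Em 447 nm.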
KCNH2 3.1 inh: KCNH2 3.1 (human) potassium channel inhibition; U2OS KCNH2 3.1, thallium flux FluxOr; hits give low values; 340,000 tested, 0.95% active; AID 720553; activity change, % (tested at about 1.8 µM);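 active = maximum activity change below -70%; inconclusive = maximum activity change from -70% to -50%; inactive = maximum activity change above -50%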;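 note: thallium influx rate constant from kinetic fluorescence after stimulation buffer; % is set by controls: 0 for no effect and ±100 for the full control effect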
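Normalized rate constant (relative to positive and negative DMSO controls) derived from a 2 min kinetic fluorescence read after stimulation; U2OS cells expressing the 3.1 isoform via virus at 1.77 x 10^8 /mL.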
Integrin act MD: integrin-mediated muscular dystrophy alleviation activation; Potency, µM (series often up to 38.3 µM), inactives show at the top dose activation, actives largely listed as activators; 350,000 tested, 0.064% active; alpha7betagal myoblasts, beta-gal FDG fluorescence, 48 h;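 note: potency is the fitted concentration of half-maximal effect; 100% = response of the positive control SU9516; nearly all actives have a fitted effect of over 60% in size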
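alpha7betagal+/- myoblasts (passage 13, 250/well) treated 48 h at 37C with compounds at 1:260 dilution of DMSO stock. Lysed, then beta-galactosidase activity read as FDG fluorescence (ex 480/em 540) after 30 min, with pre-read for autofluorescence.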
MBNL1-CUG inh: inhibitors of human MBNL1 binding to CUG repeat RNA; TR-FRET MBNL1-His/biotin-(CUG)12 binding, 665/545 ratio; Potency, µM (series often up to 57.5 µM), without a hit: top-dose activity change, negative = inhibition, hits mostly inhibitors; 280,000 tested, 0.036% active; AID 2675; active = well fitted inhibition curve with a large enough effect in the signal ratio, with a control signal flat, not every such curve was filed as active; inconclusive = small, poorly fitted or top-dose-only effect, or effect the other way, or a change in a side signal; inactive = no such curve, though single readings can be large or run the other way; the % refers to the signal ratio; note: potency is the fitted concentration of half-maximal effect; % is set by controls: 0 for no effect and ±100 for the full control effect
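Compounds (final 92 nM to 58 uM) are added to His-tagged MBNL1 and biotin-(CUG)12, then terbium anti-His antibody and streptavidin-XL665 (5 nM final). After 60 min at room temperature, the 665/545 nm ratio is read.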
A-T KAP1 phos: candidate therapy for ataxia-telangiectasia; […] A-T fibroblasts, KAP-1 phosphorylation AlphaLISA; neocarzinostatin DNA damage 30 min before lysis; 320,000 tested, 0.19% active; AID 485349; Potency, µM (top dose mostly 57.5 µM), without a hit: at the top dose activation, most hits filed as activators; note: potency is the fitted concentration of half-maximal effect; % of control where 0% means no effect; nearly all actives have a fitted effect of over 45% in size
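ATM-like activity read as KAP-1 phosphorylation via AlphaLISA donor/acceptor antibody pairs after lysis and 6 hr at 25C. Cells were ATM-null patient fibroblasts ([…], hTERT), dosed 60 min, then exposed to the DSB inducer NCS for 30 min.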
Numbers without * were called inactive; ? = inconclusive; nt = not tested or not shown; [ ] = another dose, or the depositor's remark. Unless noted, calls come from the whole dose curve; as a rule, active = well fitted curve in the direction sought with a large enough effect; inconclusive = small, poorly fitted or top-dose-only effect, or another doubt; inactive = no such curve, though single readings can be large; an effect the other way counts as inactive or inconclusive.

SMILES | CXXC DNA block | KCNH2 WT inh | GALK inh | Coupling enz | TRPV1 agonist | ASM inhibitor | KCNH2 3.1 inh | Integrin act MD | MBNL1-CUG inh | A-T KAP1 phos
Cc1cccc(OCC(=O)Nc2ccc(CN3CCOCC3)cc2)c1C | 0% | 15 | 4% | nt | 25 | -3% | -16 | 1% | -2% | 5%
O=C(/C=C/c1ccco1)Nc1ccc(N2CCCC2)cc1 | 6% | -1 | 0% | 1 | ? | 0% | 16 | -5% | nt | -10%
CC1CCCN(C(=O)C2c3ccccc3C(=O)N3CCc4ccccc4C23)C1 (configuration not stated) | -15% | nt | 2% | 1 | 5 | 3% | -9 | 2%[7.66 µM] | -3% | -2%
Cc1cccc(C)c1N(CC(=O)NC1CCCCC1)C(=O)c1csnn1 | 6% | 10 | 10% | -4 | 5 | 2% | 1 | 35% | 2% | 18%
CCCCc1ccc(NC(=S)N2CCC(O)CC2)cc1 | -3% | 0 | -2% | -2 | 85* | 0% | 8 | -16% | 1% | 1%
O=C(COc1cccc2cccnc12)Nc1cccc(S(=O)(=O)N2CCCC2)c1 | nt | 0 | nt | nt | 9 | 1% | -9 | ? | nt | -2%
Cc1ccc(S(=O)(=O)NN=C2C3CC4CC(C3)CC2C4)cc1 | nt | -28 | nt | nt | 1 | -1% | 13 | 7% | nt | 1%
O=C(Nc1ccc(F)cc1)c1ccccc1S(=O)(=O)c1ccccc1[N+](=O)[O-] | -2% | -10 | 1% | 0 | 2 | 2% | 8 | 5% | nt | -3%
Brc1ccc(-c2cnc(-c3cccs3)o2)cc1 | 0% | 2 | 1% | 7 | ? | 2% | -4 | 11% | 35%[activator] | -3%
CCOC(=O)Cc1c(C)nc2c(-c3ccc(OC)cc3)c(C)nn2c1C | 1% | 0 | -2% | 0 | 6 | -6% | 11 | -28% | 1% | -3%
COc1ccc(Cl)cc1NC(=S)Nc1ccccc1F | ? | 1 | 2% | -1 | 1 | -3% | 6 | 33% | -6% | 2%
CC(C(=O)Nc1ccccc1-c1ccccc1)N1CCN(C(=O)c2ccccc2)CC1 (configuration not stated) | -12% | 23 | nt | 1 | -2 | -1% | 12 | -27% | 12% | 0%
Cc1cc(C)c(S(=O)(=O)N2CCN(C(=O)c3c(C)nn(-c4ccccc4)c3Cl)CC2)c(C)c1 | nt | 0 | nt | nt | nt | -9% | -17 | -29% | nt | nt
COc1ccc(Nc2oc(-c3ccccc3F)nc2C#N)cc1 | -6% | 6 | nt | 1 | ? | 65%[activator] | 1 | 3% | -1% | -2%
COc1ccc(C(C)=O)cc1COc1cccnc1[N+](=O)[O-] | 4% | 0 | 0% | -1 | 1 | 2% | -3 | 34% | ? | 0%
Cc1cc(=O)[nH]c(-c2ccc(C(F)(F)F)cc2)n1 | 0% | -11 | 2% | 0 | 6 | 1% | 40 | 19% | nt | -9%
CCCS(=O)(=O)N1CCC(C(=O)N2CCC(Cc3ccccc3)CC2)CC1 | -1% | 1 | -1% | 2 | 14 | -1% | -3 | -28% | -3% | 4%
CCNc1nc(CSc2ccccc2)nc2sc(C)c(C)c12 | 5% | 6 | -1% | -2 | ? | -4% | 17 | 11% | 1% | 10%
O=Nc1nc2ncccn2c1-c1ccccc1 | nt | -5 | nt | nt | nt | -3% | 6 | -49%[inhibitor] | nt | nt
COc1ccccc1N(C)S(=O)(=O)c1ccc(C(=O)OCC(=O)NCc2cccs2)cc1 | 8% | -1 | -1% | 2 | 25 | -1% | -4 | -22% | -5% | 31%
COc1cc(NC(=O)C2CC(c3ccccc3O)=NO2)c(OC)cc1Cl (configuration not stated) | 13% | -8 | -1% | 3 | 7 | -2% | -12 | 8% | -7% | 6%
O=C(CCS(=O)(=O)c1ccccc1)NC1CCCC1 | -6% | 16 | 4% | nt | 2 | 5% | 12 | 3% | -2% | 7%
O=C(CNC(=O)C1CCCCC1)NC1CCCCC1 | 5% | 0 | -3% | 0 | 5 | 1% | 1 | -14% | 4% | 10%
CC1(c2ccccc2)NC(=O)N(CC(=O)Nc2ccc3c(c2)OCO3)C1=O (configuration not stated) | 7% | -4 | -1% | -1 | 14 | -2% | 14 | 16% | -4% | 0%
O=C(COc1cc(O)c2c(=O)c3ccccc3oc2c1)OCc1ccccc1 | -14% | 28 | -1% | 1 | 3 | 0% | -4 | -5% | -8% | -11%
COc1ccc(C(=O)NNC(=O)c2ccc(S(=O)(=O)N3CC(C)OC(C)C3)cc2)cc1 (configuration not stated) | ? | nt | 4% | 2 | 9 | 3% | 7 | ? | 3% | -3%
O=C(c1ccc(Br)o1)N1CCCc2ccccc21 | -1% | 6 | 0% | 1 | 11 | -1% | 4 | -2% | -2% | -1%
Cc1ccc2nc(SC(C(=O)Nc3ccc(F)cc3)c3ccccc3)[nH]c2c1 (configuration not stated) | 7% | -2 | 0% | 4 | ? | -1% | -4 | 16% | -12% | -6%
CCOc1ccc(CCNC(=O)C(O)c2ccccc2)cc1 (configuration not stated) | 8% | 17 | 4% | 3 | 4 | -2% | -7 | -20% | 1% | 4%
O=C(O)CCNC(=O)c1ccc(NC(=O)Cc2ccc(Cl)cc2)cc1 | 2% | -2 | -1% | 4 | 1 | -2% | 9 | -8% | -9% | 2%

Reprinted at random: five entries already listed
SMILES | CXXC DNA block | KCNH2 WT inh | GALK inh | Coupling enz | TRPV1 agonist | ASM inhibitor | KCNH2 3.1 inh | Integrin act MD | MBNL1-CUG inh | A-T KAP1 phos
CC1CCCN(C(=O)C2c3ccccc3C(=O)N3CCc4ccccc4C23)C1 (configuration not stated) | -15% | nt | 2% | 1 | 5 | 3% | -9 | 2%[7.66 µM] | -3% | -2%
O=C(/C=C/c1ccco1)Nc1ccc(N2CCCC2)cc1 | 6% | -1 | 0% | 1 | ? | 0% | 16 | -5% | nt | -10%
Cc1ccc(S(=O)(=O)NN=C2C3CC4CC(C3)CC2C4)cc1 | nt | -28 | nt | nt | 1 | -1% | 13 | 7% | nt | 1%
O=C(COc1cc(O)c2c(=O)c3ccccc3oc2c1)OCc1ccccc1 | -14% | 28 | -1% | 1 | 3 | 0% | -4 | -5% | -8% | -11%
Brc1ccc(-c2cnc(-c3cccs3)o2)cc1 | 0% | 2 | 1% | 7 | ? | 2% | -4 | 11% | 35%[activator] | -3%

Next part:
SMILES | CXXC DNA block | KCNH2 WT inh | GALK inh | Coupling enz | TRPV1 agonist | ASM inhibitor | KCNH2 3.1 inh | Integrin act MD | MBNL1-CUG inh | A-T KAP1 phos
COc1ccc(Cl)cc1C(=O)NCc1ccc2c(c1)OCO2 | 6% | -11 | 6% | 1 | 11 | 3% | -2 | ? | 4% | 17%
CNc1oc(-c2ccccc2F)nc1S(=O)(=O)c1ccc(C)cc1 | 3% | -10 | -1% | nt | -1 | nt | 12 | 6% | 11% | 7%
COc1cc(CC(=O)Nc2cccc(C(F)(F)F)c2)cc(OC)c1OC | 15% | -5 | 3% | 0 | -5 | -3% | -9 | -6% | 0% | -4%
CC(=O)Nc1ccc(S(=O)(=O)Nc2ccc3c(c2)OCCO3)cc1Cl | 39%[activator] | -1 | nt | 7 | -2 | 0% | -12 | -34% | 5% | 12%
O=C(O)CCC(=O)N1CCN(c2cccc(Cl)c2)CC1 | -1% | -15 | 0% | 1 | -2 | 0% | 6 | -16% | 2% | nt
C=C(C)C(=O)N1CCN(C(=O)C(=C)C)c2ccccc21 | nt | -3 | nt | nt | nt | 6% | 24 | -10% | nt | nt
C=CCn1c(SC(C)C(=O)Nc2ccc(Cl)cn2)nnc1C1CC1 (configuration not stated) | nt | 4 | nt | nt | -9 | 4% | -13 | -5% | nt | -4%
CCOc1ccc(CC(C(=O)NN)C(=O)NN)cc1CN(C)C | 5% | -27 | -2% | 3 | 0 | -1% | 21 | 4% | 2% | 6%
COc1ccc2nc(N3C(=O)CC(C(C)c4ccccc4)C3=O)sc2c1 (configuration not stated) | 6% | 13 | 0% | 3 | 0 | -13% | 21 | -1% | -14% | 4%
CC(C)CN(CC(C)C)c1ccc(/C=N/n2cnnc2)cc1[N+](=O)[O-] | -8% | 5 | 0% | 0 | 20 | ? | -28 | 15% | ? | -3%
O=c1[nH]c(CCC2CCCC2)nc2ccccc12 | 1% | 2 | -1% | 4 | 1 | 3% | -2 | -26% | nt | 6%
Cc1ccc(C(=O)N(Cc2nnc(-c3ccc(Cl)cc3)o2)C2CC2)o1 | nt | -6 | nt | nt | 4 | -1% | 21 | -30% | nt | 6%
Cc1nc2nc(Cc3ccccc3)[nH]n2c(=O)c1Cc1ccccc1 | -6% | -3 | 0% | 6 | 2 | -1% | -23 | 14% | -3% | 0%
Cc1cc(NS(=O)(=O)c2c(C)[nH]c(=O)[nH]c2=O)ccc1Br | 10% | 1 | nt | 1 | 3 | -5% | 7 | 47% | -4% | -4%
